High-throughput results as filed in PubChem.
miR122 inh: inhibitors of miR-122 in Huh7 cells; Huh7 miR-122 Renilla luciferase sensor, 48 h; neutral wells = 0, positive control = 100; activation (reporter increase), % at 12.5 µM; hit rate 0.3% among 340,000;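 active = mean replicate activation score at least 90 and every replicate individually at or above 90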;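 also: higher luciferase means less miR-122 activity so hits act as miR-122 inhibitors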
RAD54 inh: blocks human RAD54 Holliday junction branch migration. Q92698. hit rate 0.14% among 360,000. FAM/BHQ fluorescence. inhibition, % at 10.4 µM;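 active = mean normalized replicate activity at least 40 and at least half of replicates scoring 40 or more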;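 also: 0% = median of neutral control wells and 100% = median of positive control wells; inhibitors cause a drop in the FAM fluorescence signal; in these data hits start at about 50%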
Cneo AK release: Cryptococcus neoformans lysis via adenylate kinase release. C. neoformans lysis, adenylate kinase release luminescence, 4 h; normalised: neutral wells 0, clomiphene wells 100. lysis activity, % at 15 µM. hit rate 0.2% among 360,000. AID 651654;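 active = mean lysis activity across replicates of at least 80%, whatever share of replicates individually reach that level; inactive = mean lysis activity below 80%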
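Material – Cryptococcus neoformans yeast cells · Quantity – 5 × 10^6 yeast cells/mL · Buffer or medium – YPD medium · Compound – single dose · Timing – 4 h static compound exposure, 37 °C, read 1 h post-reagent · Signal – adenylate kinase release luminescence · Read-out basis – lysis from increased AK signal · Benchmarks – Clomiphene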
PglD inh: PglD (C. jejuni) enzyme inhibition; inhibition, % at 12.5 µM; purified PglD enzyme, DTNB colorimetric CoA detection; hit rate 0.098% among 360,000; in the data active = inhibition above about 16%, passing the limit was not always enough; also: strong numbers were not always called active
PGC1a acetyl inh: PGC1a acetylation modulation, inhibitor mode; U2OS PGC1a acetylation, AlphaScreen anti-acetyl-lysine; with virally co-expressed GCN5 acetyltransferase; inhibition, % at 15.6 µM; hit rate 0.17% among 350,000;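 active = every replicate shows inhibition of at least 40%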;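 also: 0% = neutral control wells and 100% = positive control wells; some results beyond the cut were filed as inactive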
ERAP1 inh: inhibitors of human ERAP1 aminopeptidase | inhibition, % at 10.7 µM | recombinant ERAP1, Leu-AMC fluorescence, 60 min | Q9NZ08 | hit rate 0.15% among 340,000 | AID 652197;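 active = mean replicate inhibition of at least 30%, or all replicates individually reaching that 30% level; inactive = mean below 30% and not every replicate reaching it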;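 also: 0% = neutral control wells and 100% = L-leucinethiol positive control wells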
E-sel inducer: E-selectin induction on HUVECs; AID 686992; HUVEC E-selectin immunofluorescence imaging; normalized: neutral wells 0, TNF-alpha wells 100; activation, % at 7.58 µM; hit rate 0.37% among 260,000;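 active = mean E-selectin-positive cell signal at least 10% of the positive control, reached in at least 60% of replicates, without over 20% cell loss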;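 also: in these data hits start at about 27%; measured in HUVEC primary endothelial cells; signal is the percent of cells scored E-selectin positive by PE staining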
Target sequence (P16581 whole entry, looked up): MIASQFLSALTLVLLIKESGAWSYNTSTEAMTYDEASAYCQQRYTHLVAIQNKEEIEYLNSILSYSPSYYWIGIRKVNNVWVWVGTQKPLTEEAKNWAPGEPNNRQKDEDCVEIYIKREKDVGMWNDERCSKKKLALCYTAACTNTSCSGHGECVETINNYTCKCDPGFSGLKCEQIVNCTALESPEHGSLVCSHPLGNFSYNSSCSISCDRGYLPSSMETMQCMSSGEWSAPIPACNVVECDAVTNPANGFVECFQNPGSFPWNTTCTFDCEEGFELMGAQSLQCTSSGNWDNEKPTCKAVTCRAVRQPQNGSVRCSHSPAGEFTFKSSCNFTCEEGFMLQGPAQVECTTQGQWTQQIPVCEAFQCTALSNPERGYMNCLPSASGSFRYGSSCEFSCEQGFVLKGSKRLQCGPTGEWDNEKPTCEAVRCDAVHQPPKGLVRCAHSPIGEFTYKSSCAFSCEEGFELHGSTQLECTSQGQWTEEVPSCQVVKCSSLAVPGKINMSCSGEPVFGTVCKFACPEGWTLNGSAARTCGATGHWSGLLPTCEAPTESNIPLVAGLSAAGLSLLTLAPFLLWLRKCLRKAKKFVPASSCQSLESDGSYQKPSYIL
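Read-out: % PE-positive cells | Test system: HUVEC | Doses: One compound dose added by pin transfer | Buffer or medium: EGM-2 over gelatin coat | Signal: Immunofluorescence imaging | Benchmarks: TNF-alpha, DMSO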
RAD52 anneal inh: blocks human RAD52 DNA annealing; hit rate 0.46% among 360,000; P43351; recombinant RAD52 DNA annealing, FRET fluorescence; inhibition, % at 18.7 µM; AID 651710;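 active = every replicate showing at least 50% inhibition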
Target sequence (P43351 whole entry, looked up): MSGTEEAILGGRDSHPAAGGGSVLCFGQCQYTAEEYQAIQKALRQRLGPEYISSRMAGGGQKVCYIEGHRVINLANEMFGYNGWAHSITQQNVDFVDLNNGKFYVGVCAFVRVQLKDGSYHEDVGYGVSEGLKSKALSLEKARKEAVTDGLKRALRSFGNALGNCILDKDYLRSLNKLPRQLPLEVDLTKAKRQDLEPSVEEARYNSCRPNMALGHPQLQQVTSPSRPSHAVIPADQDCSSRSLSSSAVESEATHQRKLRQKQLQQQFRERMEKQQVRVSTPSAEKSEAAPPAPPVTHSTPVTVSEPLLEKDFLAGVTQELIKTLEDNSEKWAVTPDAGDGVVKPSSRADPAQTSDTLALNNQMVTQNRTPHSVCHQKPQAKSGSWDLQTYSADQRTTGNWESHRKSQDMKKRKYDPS
The depositor's hits bear a star; . = not tested or not shown; & = joins results of further samples; [ ] = another dose, or the depositor's remark.

SMILES	miR122 inh	RAD54 inh	Cneo AK release	PglD inh	PGC1a acetyl inh	ERAP1 inh	E-sel inducer	RAD52 anneal inh
C[C@@H]1CCCCO[C@H](CN(C)S(=O)(=O)c2ccc(F)cc2)[C@H](C)CN([C@@H](C)CO)C(=O)c2cc(NC(=O)Nc3cccc4ccccc34)ccc2O1	4[16.7 µM]	4	-3	0	-13	0	0.8	-45
O=C(Nc1nnc(-c2ccco2)o1)c1ccc(S(=O)(=O)N2CCCCC2)cc1	-14	-2	-2	10	.	-2	.	1
CC(C)COC(=O)N(C)C[C@H]1OCc2cn(nn2)CCCC(=O)N([C@@H](C)CO)C[C@H]1C	3[16.7 µM]	-17	50	6	5	-3	-0.2	-11
Cc1ccc(-c2cc3nc4c(c(=O)n3[nH]2)CCCC4)cc1	4	-8	-1	2	-12	.	.	.
COc1ccc(CNC(=O)N(C)C[C@@H]2OCc3ccccc3-c3ccccc3C(=O)N([C@H](C)CO)C[C@H]2C)cc1	.	1	1	-2	0	1	-2.5	13
O=C(Nc1ccccc1F)c1ccc2ncsc2c1	-10	-10	0	-1	0	-2	0.8	-15
CCNc1ccc(C(=O)OCC(=O)NC(C)c2ccccc2)cc1[N+](=O)[O-] (configuration not stated)	-21	8	0	-8	3	-9	3.6	-10
COc1c2c(c(C)c3c1C(=O)OC3)O[C@@]1(C)CC[C@@]3(O)C(C)(C)OC(=O)CC[C@]3(C)[C@H]1C2	-1	0	6	1	18	-3	.	-26
CSc1nnc(-c2ccco2)c(-c2ccco2)n1	-1	0	0	-1	-1	0	.	-22
Cc1ccccc1N(Cc1nnc2n1CCCCC2)C(=O)Nc1ccccc1	-4	-25	-1	4	15	.	.	.
O=C(NNC(=O)c1sc2cccc(Cl)c2c1Cl)NC1CCCCC1	-1	8	-1	0	2	.	.	.
Cc1ccc(NC(=O)c2ccc3c(c2)OCCO3)cc1S(=O)(=O)Nc1cccc(Cl)c1	-3	-2	-6	5	.	-1	.	-31
C[C@@H]1CN([C@H](C)CO)C(=O)c2cc(NC(=O)C3CCCCC3)ccc2O[C@H]1CN(C)C(=O)Nc1ccc2c(c1)OCO2	-7[16.7 µM]	-23	6	-7	-10	.	177*	.
CC1(Cc2ccccc2C#N)C(=O)Nc2cc(-c3ccccc3Cl)ccc21 (configuration not stated)	-3	-3	-1	-5	.	-4	0.0	-20
Cn1c(=O)c2c(nc(NC(Cc3ccccc3)C(=O)O)n2Cc2ccccc2)n(C)c1=O (configuration not stated)	1	-2	1	5	4	.	.	.
Cc1ccc(SCC(=O)NC(=O)c2ccccc2Br)c(C)c1	.	-4	-1	-2	1	-1	0.0	-8
COc1ccc(OC)c(N(CC(=O)N2CCC(C)CC2)S(=O)(=O)c2ccc(OC)c(OC)c2)c1	37	13	0	3	7	.	.	.
COc1ccccc1N1CCN(S(=O)(=O)c2ccc3c(c2)oc(=O)n3C)CC1	1	21	-5	5	.	-5	0.0	-23
Cc1cccc2nc(-c3ccccc3)nc(N[C@@H](CO)c3ccccc3)c12	13	5	-1	-4	.	.	.	.
O=C(CN1CCOCC1)N1CC[C@H]2[C@H](CO)Nc3ccc(-c4ccc(F)cc4)cc3[C@H]21	-7[16.7 µM]	-3	-1	-1	-15	-3	-0.5	-4

Whole records from above. Order of values: miR122 inh, RAD54 inh, Cneo AK release, PglD inh, PGC1a acetyl inh, ERAP1 inh, E-sel inducer, RAD52 anneal inh
Results for O=C(NNC(=O)c1sc2cccc(Cl)c2c1Cl)NC1CCCCC1 → -1, 8, -1, 0, 2, ., ., .
Results for Cn1c(=O)c2c(nc(NC(Cc3ccccc3)C(=O)O)n2Cc2ccccc2)n(C)c1=O (configuration not stated) → 1, -2, 1, 5, 4, ., ., .
Results for O=C(CN1CCOCC1)N1CC[C@H]2[C@H](CO)Nc3ccc(-c4ccc(F)cc4)cc3[C@H]21 → -7[16.7 µM], -3, -1, -1, -15, -3, -0.5, -4
Results for COc1ccccc1N1CCN(S(=O)(=O)c2ccc3c(c2)oc(=O)n3C)CC1 → 1, 21, -5, 5, ., -5, 0.0, -23

(list continues)
SMILES	miR122 inh	RAD54 inh	Cneo AK release	PglD inh	PGC1a acetyl inh	ERAP1 inh	E-sel inducer	RAD52 anneal inh
CCCNC(=O)C[C@@H]1C[C@@H]2c3cc(NC(=O)CN(C)C)ccc3O[C@@H]2[C@H](CO)O1	7[16.7 µM]	-1	-2	9	-1	.	-0.3	.
CN1CCN(C(=O)C2=C[C@H](c3ccc(C(F)(F)F)cc3)C[C@H](OCc3ccc(CO)cc3)O2)CC1	0	-9&0	2&1	-1&-7	0&3	4&1	-0.1	5&-21
COc1ccc2[nH]c3c(=O)n(N)c(C)nc3c2c1	1	-3	.	-1	12	.	0.0	.
C[C@H]1CN([C@@H](C)CO)C(=O)Cc2cc(NC(=O)c3ccncc3)ccc2O[C@@H]1CN(C)CC1CCCCC1	0[16.7 µM]	-4	11	0	-3	0	0.0	2
CCOC(=O)c1sc(NC(=O)C(C)(C)C)cc1C	-7	3	-2	0	11	2	-1.7	4
CSc1nnc(-c2ccc(S(=O)(=O)N3CCOCC3)cc2)n1CC1CCCO1 (configuration not stated)	-2	-2	0	-3	.	.	.	.
CN(C)C(/C=C/Nc1cccc(Br)c1)=C(C#N)C#N	1	.	.	.	-9	1	-2.2	-8
CC(C)NC(=O)Nc1ccc2c(c1)CC(=O)N([C@@H](C)CO)C[C@H](C)[C@H](CN(C)C(=O)NC(C)C)O2	-4[16.7 µM]	-8	-3	0	-2	-1	1.6	2
C[C@H](CO)N1C[C@H](C)[C@@H](CN(C)C(=O)C2CCOCC2)Oc2cc(-c3ccc(F)cc3)ccc2S1(=O)=O	4[16.7 µM]	5	4	0	16	0	-0.9	-5
CC(C)(C)C(=O)NCCCc1ccccc1	8	-11	0	3	4	.	.	.
COc1cc(-c2nnc(SCC(=O)N3CCCC3)o2)cc(OC)c1OC	0	-6	-1	0	8	.	.	.
C[C@@H]1CN([C@H](C)CO)C(=O)c2cc(NC(=O)CCC(F)(F)F)ccc2O[C@@H]1CN(C)S(=O)(=O)c1cn(C)cn1	1[16.7 µM]	-10	-1	3	0	0	-17	1
CC(C)n1nnnc1SCC(=O)Nc1ccccc1F	.	-6	-2	-6	.	0	.	-4
O=C(Nc1cc2c(cc1[N+](=O)[O-])OCCO2)c1cccnc1	1	-8	-2	-2	-26	-1	-0.1	-11
O=C(NC(=S)Nc1ccc2oc(=O)ccc2c1)c1cccc(F)c1	.	-5	-3	-1	.	-5	0.1	-8
C[C@H](CO)N1C[C@H](C)[C@@H](CN(C)Cc2ccc(C(=O)O)cc2)Oc2ccc(NC(=O)Nc3ccc(C(F)(F)F)cc3)cc2C1=O	-4[16.7 µM]	3	-1	5	18	-1	0.0	17
CCCCCC(=O)Nc1cccc(C2=NOC3(C2)C[C@H](C(N)=O)N(C(=O)[C@H]2CCC(=O)N2)C3)c1 (some centres not stated)	-12	-2	1	1	.	.	-0.1	-6
O=C(O)C[C@H]1c2ccc(C(F)(F)F)cc2S(=O)(=O)N1C1CCCCC1	18	4	0	-2	-14	1	-0.2	-10
C[C@@H]1CN([C@H](C)CO)C(=O)c2cc(NS(C)(=O)=O)ccc2O[C@H]1CN(C)C(=O)Nc1ccccc1	1[16.7 µM]	-11	0	-1	0	0	69*	17
COc1cccc(CNC(=O)CCC2CCCN(C(=O)c3ccccc3N(C)C)C2)c1 (configuration not stated)	2	1	0	-1	1	3	0.5	-3
CCCC(=O)Nc1ccc2c(c1)OC[C@@H](C)N(Cc1cccc(F)c1)C[C@H](C)[C@@H](OC)CN(C)C2=O	.	-13	11	0	-9	-3	-0.1	-22
COc1cc(C(=O)NNC(=O)c2ccccc2OCc2c(C)noc2C)cc(OC)c1OC	-2	4	2	1	3	1	-0.5	-3
COc1ccc(NC(=O)Nc2ccc3c(c2)C(=O)N(C)C[C@H](OC)[C@@H](C)CN[C@H](C)CO3)cc1	7[16.7 µM]	3	-1	2	-1	.	0.8	.
C/C=C/c1ccc([C@H]2[C@@H](CO)N3CCCCN(S(=O)(=O)c4ccc(F)cc4)C[C@H]23)cc1	-13[16.7 µM]	4	-1	2	-19	-2	-0.4	-7
O=S1(=O)[C@H]2C[C@@H]3CC[C@]2(CN1Cc1cccc(F)c1)O3	-14	-3	-10	3	.	.	0.0	-27
C/C=C/c1ccc([C@@H]2[C@H](CO)N3CCCCN(C(=O)Nc4ccc(OC)cc4)C[C@@H]23)cc1	1[16.7 µM]	4	0	3	-2	1	-0.5	-3
C[C@H](CO)N1C[C@H](C)[C@H](CN(C)S(=O)(=O)c2ccc(Oc3ccccc3)cc2)OCc2cnnn2CCCC1=O	-2&-2[16.7 µM]	-4	2	2	0&2	-1	0.0	11
CO[C@H]1CN(C)C(=O)c2ccc(NC(=O)Cc3ccccc3)cc2OC[C@@H](C)N(C(=O)c2ccccc2F)C[C@@H]1C	.	-4	-2	-1	-11	.	-0.3	-5
NNc1nc2c(F)cc(F)cc2s1	-2	-2	1	-2	-1	2	2.7	-14
C[C@H](CO)N1C[C@H](C)[C@H](CN(C)S(=O)(=O)c2ccc(Cl)cc2)Oc2ccc(NC(=O)Nc3ccc(C(F)(F)F)cc3)cc2CC1=O	94*[16.7 µM]	.	.	.	-2	-2	2.6	5
Fc1ccc2[nH]c3c(NCc4ccccc4)ncnc3c2c1	21	3	-2	-3	.	1	.	-15
O=C(Cn1cnc2c(nnn2Cc2ccc(F)cc2)c1=O)Nc1ccccc1	-10	2	0	2	16	-2	.	-11
CCc1nc2c(nnn2Cc2ccc(F)cc2)c(=O)[nH]1	-10	-10	0	-2	6	0	.	-15
Cc1ccc(C(=O)N2CCN(S(=O)(=O)c3ccc(C)c([N+](=O)[O-])c3)C2)cc1	-4	.	.	.	2	-4	.	-10
O=C(Nc1ccc(F)cc1)c1ccc2c(=O)n(CC3CCCO3)c(=S)[nH]c2c1 (configuration not stated)	-4	5	0	2	2	1	.	-3
CN(C)c1ccc(Nc2cc(Cl)ncn2)cc1	0	0	2	4	-28	-1	.	7
NCCCC[C@@H](C(=O)NCCCCCCCCCCC(=O)N1CCNCC1)n1cc(CCCC(=O)O)nn1	-2	-5	-8	2	-2	.	.	.
Cn1c(=O)c2c(nc(NCCCO)n2CCc2ccccc2)n(C)c1=O	-6	-3	2	3	-8	.	.	.
Cc1cc(NS(=O)(=O)c2ccc(NC(=O)COc3ccccc3Cl)cc2)no1	-1	2	13	6	-3	.	.	.
COc1ccc2cc(CCNC(=O)c3cc4ccccc4o3)c(=O)[nH]c2c1	-7	-4	0	-3	2	-1	-0.4	-6
Cc1cn2c(=O)c(C(=O)N3CCN(c4ccccc4)CC3)cnc2s1	.	16	-1	1	.	-4	.	-14
CN(C(=O)c1ccc(NC(=O)Cc2ccccc2)cc1)c1ccccc1	-3	10	2	10	-38	-2	0.1	7
COc1cc(C(C)=O)ccc1OCC(=O)Nc1ccc(S(=O)(=O)N2CCCCC2)cc1	-1	0	1	-1	.	-1	-0.7	-296
O=C(Cc1ccccc1)Nc1cccc(N2CCCC2)c1	1	-7	-3	-4	7	.	.	.
Cc1ccc2oc(Nc3nc(C)cc(C)n3)nc2c1	0	4	4	12	-7	.	.	.
CS(=O)(=O)c1ccc(Cl)c(NC(=O)COC(=O)CCc2c[nH]c3ccccc23)c1	1	6	5	3	-2	3	0.4	-2
CC1CCCCCCC1OC(=O)c1ccccc1C(=O)O (configuration not stated)	-2	.	.	.	1	-7	0.2	-6
O=C1O[C@H](c2ccccc2)[C@H](c2ccccc2)N2[C@H]1[C@@H](C(=O)N1CCCCCCC1)[C@]1(C(=O)Nc3ccccc31)[C@H]2c1ccccc1OCCO	.	-9	-4	1	-8	5	.	-6
CNC[C@@H]1Oc2c(NC(=O)NC3CCCCC3)cccc2C(=O)N([C@H](C)CO)C[C@H]1C	-5[16.7 µM]	3	-10	1	-14	-1	0.1	-4
